# Compound activity from PubChem.
# mut p53 react – mutant p53 pathway re-activators, primary screen, cell-based, SW480, luciferase, single point, HTS. SW480 PUMA-promoter luciferase, p53 mutant reactivation. activation, % at 9.98 µM. 1.5% of 28,000 active. AID 624151, 2012; in the data active = activation above about 52%
# STK33 inh – STK33 kinase inhibitors, primary screen, biochemical, luminescence, ADP-Glo, MBP substrate. 0.44% of 27,000 active. AID 2322, 2010. Serine/threonine-protein kinase 33 (Homo sapiens), Q9BYT3. inhibition, % at 12.5 µM; in the data active = inhibition above about 20%
# Target sequence (Q9BYT3 whole entry, looked up): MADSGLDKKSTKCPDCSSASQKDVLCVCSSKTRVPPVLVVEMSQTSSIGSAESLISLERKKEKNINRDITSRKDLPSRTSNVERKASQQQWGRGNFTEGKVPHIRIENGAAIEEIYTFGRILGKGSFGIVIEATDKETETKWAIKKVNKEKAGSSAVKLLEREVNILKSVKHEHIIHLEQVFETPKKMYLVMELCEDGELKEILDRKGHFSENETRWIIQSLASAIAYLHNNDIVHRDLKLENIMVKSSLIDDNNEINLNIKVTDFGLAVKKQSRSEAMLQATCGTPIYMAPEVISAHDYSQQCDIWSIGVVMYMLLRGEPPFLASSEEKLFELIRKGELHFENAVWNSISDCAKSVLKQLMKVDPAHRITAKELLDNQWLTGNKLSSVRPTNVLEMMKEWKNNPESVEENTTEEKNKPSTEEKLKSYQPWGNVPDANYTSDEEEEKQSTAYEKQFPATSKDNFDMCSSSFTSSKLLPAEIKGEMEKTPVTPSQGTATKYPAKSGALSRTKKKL
# * = called active by the depositor; · = not tested or not shown.
# Under each structure: mut p53 react, STK33 inh
> COc1ccccc1CCNC(=O)Nc1cccc([N+](=O)[O-])c1
  46, 1
> COc1ccc(Cl)cc1N(CC(=O)Nc1ccccc1C(F)(F)F)S(C)(=O)=O
  4, -2
> COc1ccc(S(=O)(=O)Nc2ccc3c(c2)C(=O)N([C@H](C)CO)C[C@H](C)[C@@H](CN(C)C(=O)CCC(F)(F)F)OCCCC[C@@H](C)O3)cc1
  ·, -1
> C[C@H](CO)N1C[C@H](C)[C@H](CN(C)Cc2ccc(C(F)(F)F)cc2)Oc2c(NC(=O)C3CCOCC3)cccc2C1=O
  6, ·
> Cc1ccc(NC(=O)CCC(=O)c2ccc(Oc3ccccc3)cc2)cc1
  -1, 6
> COc1ccccc1C1C(C(=O)Nc2ccc(C)cc2C)=C(C)Nc2nnnn21 (configuration not stated)
  2, -1
> C[C@@H]1CN([C@@H](C)CO)C(=O)Cc2cc(NC(=O)NC3CCCCC3)ccc2O[C@H]1CN(C)S(=O)(=O)c1cn(C)cn1
  5, ·
> c1ccc(Cn2c3ccccc3c3nnc(SCc4ccc5nonc5c4)nc32)cc1
  3, 2
> C[C@H]1CN([C@@H](C)CO)C(=O)c2cc(NC(=O)Cc3cn(C)c4ccccc34)ccc2O[C@@H]1CN(C)C(=O)NC1CCCCC1
  -12, -1
> C[C@@H]1CN([C@H](C)CO)C(=O)c2cccc(NC(=O)NC3CCCCC3)c2O[C@@H]1CN(C)C(=O)Nc1cccc2ccccc12
  -25, ·
> C[C@@H]1CCCCO[C@@H](CN(C)Cc2ccc(C(F)(F)F)cc2)[C@@H](C)CN([C@@H](C)CO)C(=O)c2cc(NC(=O)Nc3ccccc3)ccc2O1
  -16, ·
> COc1ccc(CN(C)C[C@H]2Oc3ccc(NS(=O)(=O)c4ccc(F)cc4)cc3C(=O)N([C@@H](C)CO)C[C@@H]2C)cc1
  ·, 0
> C[C@H]1CN([C@@H](C)CO)C(=O)c2cc(-c3ccc(F)cc3)cnc2O[C@H]1CN(C)C(=O)C1CCC1
  -1, ·
> CC(C)NC(=O)Nc1ccc2c(c1)C(=O)N([C@@H](C)CO)C[C@@H](C)[C@@H](CN(C)C(=O)Cc1ccccc1)OCCCC[C@@H](C)O2
  -6, ·
> Cc1noc(C)c1S(=O)(=O)N(C)C[C@H]1Oc2ccc(NS(=O)(=O)c3ccccc3)cc2CC(=O)N([C@@H](C)CO)C[C@H]1C
  ·, 1
> CN(C)C(=O)[C@]1(CCS(=O)(=O)c2ccccc2)N=C(c2ccc(OCCCO)cc2)O[C@@H]1c1ccccc1
  ·, -3
> CCN(CC)CCNc1ncnc2sc3c(c12)CC(C)(C)OC3
  -10, 1
> Cc1noc(C)c1NC(=O)N(C)C[C@H]1Oc2c(NC(=O)c3ccncc3)cccc2C(=O)N([C@@H](C)CO)C[C@@H]1C
  7, ·
> C[C@@H]1CN([C@H](C)CO)C(=O)c2cc(N(C)C)ccc2O[C@@H]1CN(C)S(=O)(=O)c1cccs1
  2, ·
> CNC[C@H]1Oc2ccc(NC(=O)NC3CCCCC3)cc2C(=O)N([C@@H](C)CO)C[C@H]1C
  8, -3
> COc1c2ccoc2cc2oc(C)cc(=O)c12
  ·, 3
> COc1cccc(S(=O)(=O)Nc2ccc3c(c2)[C@H]2C[C@@H](CC(=O)NCc4ccccc4F)O[C@H](CO)[C@H]2O3)c1
  4, ·
> Cc1ccc(S(=O)(=O)N(C)C[C@@H]2Oc3ccc(NS(=O)(=O)c4cn(C)cn4)cc3CC(=O)N([C@@H](C)CO)C[C@@H]2C)cc1
  ·, 1
> C[C@@H]1CN([C@@H](C)CO)C(=O)c2cc(NC(=O)Nc3ccc4c(c3)OCO4)ccc2O[C@@H](C)CCCCO[C@H]1CN(C)Cc1ccccc1
  -8, ·
> COc1ccc(-c2ccc3c(c2)O[C@H](CN(C)Cc2ccccc2C(=O)O)[C@@H](C)CN([C@@H](C)CO)S3(=O)=O)cc1
  1, ·
> C[C@@H]1CN([C@H](C)CO)C(=O)c2cc(C3=CCCC3)cnc2O[C@@H]1CN(C)C(=O)c1ccc(F)cc1
  -2, ·
> C[C@@H]1CN([C@H](C)CO)C(=O)Cc2cc(NS(=O)(=O)c3cn(C)cn3)ccc2O[C@H]1CN(C)C(=O)Nc1cccc2ccccc12
  ·, 0
> COc1ccc(CN(C)C[C@@H]2Oc3c(NC(=O)Nc4c(C)noc4C)cccc3C(=O)N([C@@H](C)CO)C[C@H]2C)cc1
  4, ·
> C[C@@H]1CN([C@@H](C)CO)S(=O)(=O)c2ccc(C3=CCCCC3)cc2O[C@H]1CN(C)C(=O)C1CCCCC1
  -49, ·
> Cc1nn(C(C)(C)C)c(OC(=O)c2ccc(Cl)cc2)c1S(=O)(=O)c1ccccc1
  -30, 2
> C[C@H](CO)N1C[C@H](C)[C@H](CN(C)CC2CC2)Oc2ccc(NC(=O)C3CCCCC3)cc2CC1=O
  ·, -1
> C[C@H]1CN([C@@H](C)CO)S(=O)(=O)c2ccc(C#CC3(O)CCCC3)cc2O[C@H]1CN(C)C(=O)Cc1ccccc1
  -5, ·
> C[C@H]1CN([C@@H](C)CO)C(=O)c2cc(NS(=O)(=O)c3ccc(F)cc3)ccc2O[C@@H]1CN(C)C(=O)Nc1ccc(F)cc1
  ·, -1
> COC(=O)C1=COC(O[C@@H]2O[C@H](CO)[C@@H](O)[C@H](O)[C@H]2O)[C@@H]2[C@@](C)(O)[C@@H](OC(=O)/C=C/c3ccc(OC)cc3)C[C@]12O (some centres not stated)
  27, 1
> C[C@H]1CN([C@@H](C)CO)C(=O)Cc2cc(NC(=O)c3ccncc3)ccc2O[C@H]1CN(C)C(=O)Nc1ccc2c(c1)OCO2
  ·, 0
> CC(C)CC#Cc1cnc2c(c1)C(=O)N([C@@H](C)CO)C[C@@H](C)[C@H](CN(C)S(=O)(=O)c1cn(C)cn1)O2
  -10, ·
> O=C(Nc1ccccc1C(=O)NCCOc1ccccc1)c1ccc(Cl)cc1
  24, 0
> N#Cc1ccccc1NC(=O)CCCN1C(=O)c2ccccc2C1=O
  7, 5
> CC(C)C#Cc1ccc2c(c1)O[C@@H](CN(C)C)[C@H](C)CN([C@H](C)CO)S2(=O)=O
  -3, ·
> CCCCC/C=C\C/C=C\CCCCCCCC(=O)O
  ·, 0
> CC(=O)Nc1ccc(S(=O)(=O)Nc2ccc(NC(=O)c3ccco3)cc2)cc1
  11, 3
> COc1ccccc1NC(=O)COc1ccc(-c2nn(C)c(=O)c3ccccc23)cc1
  16, 4
> COc1ccc(CN(C)C[C@@H]2Oc3ccc(NC(=O)Cc4ccccc4)cc3C(=O)N([C@H](C)CO)C[C@@H]2C)cc1
  12, ·
> Cc1cc(=O)n2c3ccccc3n(CC(O)Cn3ccnc3)c2c1C#N (configuration not stated)
  -1, -5
> O=C(Cn1c(C(F)(F)F)nc2ccccc21)NCCN1CCCC1
  7, -6
> C[C@H]1CN([C@@H](C)CO)C(=O)Cc2cc(NC(=O)Cc3cn(C)c4ccccc34)ccc2O[C@@H]1CN(C)Cc1ccccc1
  ·, 5
> COc1ccc(S(=O)(=O)N(C)C[C@H]2Oc3c(NS(=O)(=O)c4ccccc4)cccc3C(=O)N([C@@H](C)CO)C[C@H]2C)cc1
  11, ·
> COC(=O)c1cc(Cc2ccccc2)sc1NC(=O)c1cc(-c2cccnc2)nc2ccccc12
  2, 0
> CC(=O)Nc1nonc1-c1nc2ccccc2n1Cc1ccccc1Br
  50, 4
> COc1ccc(S(=O)(=O)N(C)C[C@H]2Oc3ccc(NC(=O)Cc4ccccc4)cc3C(=O)N([C@@H](C)CO)C[C@@H]2C)cc1
  6, -2
> NS(=O)(=O)c1ccc(NC(=O)CSc2nnc(-c3ccccc3F)n2-c2ccccc2)cc1
  3, -1
> C[C@@H]1CN([C@@H](C)CO)C(=O)c2cc(N(C)C)ccc2O[C@H]1CN(C)S(=O)(=O)c1cn(C)cn1
  3, ·
> C[C@@H]1CN([C@H](C)CO)C(=O)c2cc(NC(=O)C3CC3)ccc2O[C@H]1CN(C)C
  3, 0
> C[C@H](CO)N1C[C@H](C)[C@H](CN(C)S(=O)(=O)c2ccc(Cl)cc2)Oc2ccc(NC(=O)C3CC3)cc2CC1=O
  ·, 9
> CS(=O)(=O)Nc1ccc2c(c1)[C@H]1C[C@H](CC(=O)NCc3ccc(-c4ccccc4)cc3)O[C@H](CO)[C@H]1O2
  -6, ·
> C[C@H](CO)N1C[C@H](C)[C@H](CN(C)S(=O)(=O)c2ccc(C#N)cc2)Oc2ncc(C#Cc3ccc(F)cc3)cc2C1=O
  ·, -1
> Clc1cc(Cl)cc(OCc2nn[nH]n2)c1
  0, ·
> Cc1noc(C)c1S(=O)(=O)Nc1ccc2c(c1)C(=O)N([C@H](C)CO)C[C@H](C)[C@@H](CN(C)C(=O)CCC(F)(F)F)OCCCC[C@H](C)O2
  -8, ·
> O=C(NCc1ccco1)c1cccnc1-c1nc2ccccc2s1
  -3, -2
> C[C@@H]1CN([C@@H](C)CO)C(=O)Cc2cc(NC(=O)CCC(F)(F)F)ccc2O[C@@H]1CN(C)S(=O)(=O)c1ccc(Cl)cc1
  ·, -1

# Ordered by number of heavy atoms (falling): part of the list above
# Under each structure: mut p53 react, STK33 inh
> COc1ccc(S(=O)(=O)N(C)C[C@H]2Oc3c(NS(=O)(=O)c4ccccc4)cccc3C(=O)N([C@@H](C)CO)C[C@H]2C)cc1
  11, ·
> COC(=O)C1=COC(O[C@@H]2O[C@H](CO)[C@@H](O)[C@H](O)[C@H]2O)[C@@H]2[C@@](C)(O)[C@@H](OC(=O)/C=C/c3ccc(OC)cc3)C[C@]12O (some centres not stated)
  27, 1
> COc1ccccc1NC(=O)COc1ccc(-c2nn(C)c(=O)c3ccccc23)cc1
  16, 4
> O=C(Cn1c(C(F)(F)F)nc2ccccc21)NCCN1CCCC1
  7, -6

# Next results.
# Under each structure: mut p53 react, STK33 inh
> COc1ccc(S(=O)(=O)N(C)C[C@@H]2Oc3c(NC(=O)NC4CCCCC4)cccc3C(=O)N([C@H](C)CO)C[C@H]2C)cc1
  -1, ·
> N#Cc1ccc(NC(=O)c2ccc(Br)o2)cc1
  64*, ·
> C[C@H]1CN([C@@H](C)CO)C(=O)c2cc(NC(=O)NC3CCCCC3)ccc2O[C@H]1CN(C)C
  1, ·
> CCOC(=O)c1cc(CSc2n[nH]c(=O)n2-c2ccccc2)nn1C(C)(C)C
  16, ·
> C[C@@H]1CCCCO[C@H](CN(C)C(=O)C2CCCCC2)[C@@H](C)CN([C@@H](C)CO)C(=O)c2cc(NC(=O)Nc3ccccc3)ccc2O1
  -51, ·
> O=[N+]([O-])c1ccccc1S(=O)(=O)Nc1cccnc1
  -11, -1
> C[C@@H]1CCCCO[C@H](CN(C)S(=O)(=O)c2ccc(F)cc2)[C@@H](C)CN([C@H](C)CO)C(=O)c2cc(N(C)C)ccc2O1
  ·, -1
> C[C@H]1CN([C@@H](C)CO)C(=O)c2cc(NC(=O)CCCN(C)C)ccc2O[C@@H]1CN(C)Cc1ccc(-c2ccccc2)cc1
  ·, 1
> O=C(CSc1nnc(-c2ccncc2)n1-c1ccccc1)Nc1ccc(OC(F)(F)F)cc1
  6, 2
> CN(C)c1ccc(C(=C2C=CC(=[N+](C)C)C=C2)c2ccc(N(C)C)cc2)cc1
  ·, 76*
> C[C@H](CO)N1C[C@H](C)[C@H](CN(C)Cc2ccc(Oc3ccccc3)cc2)Oc2ccc(NC(=O)CCCN(C)C)cc2CC1=O
  0, -4
> CC(C)NC(=O)Nc1ccc2c(c1)CC(=O)N([C@@H](C)CO)C[C@@H](C)[C@@H](CN(C)S(=O)(=O)c1ccccc1)O2
  9, 1
> Cc1c(NC(=S)NC(=O)COc2ccccc2)cccc1-c1nc2ccccc2s1
  -15, -2
> C[C@H]1CN([C@@H](C)CO)C(=O)c2cc(/C=C/c3ccccc3)cnc2O[C@H]1CN(C)C(=O)Cc1ccccn1
  8, ·
> CO[C@@H]1[C@@H](OC(N)=O)[C@@H](O)[C@H](Oc2ccc3c(O)c(NC(=O)c4ccc(O)c(CC=C(C)C)c4)c(=O)oc3c2C)OC1(C)C
  ·, 4
> COc1ccc(S(=O)(=O)Nc2ccc3c(c2)C(=O)N([C@H](C)CO)C[C@H](C)[C@@H](CN(C)S(=O)(=O)c2cn(C)cn2)OCCCC[C@@H](C)O3)cc1
  ·, -1
> C[C@H](CO)N1C[C@H](C)[C@@H](CN(C)S(=O)(=O)c2ccccc2)OCCCC[C@H](C)Oc2ccc(N(C)C)cc2C1=O
  5, ·
> C[C@H]1CN([C@@H](C)CO)C(=O)CCCn2cc(nn2)CO[C@H]1CN(C)Cc1ccc(O)cc1
  ·, -1
> COc1ccccc1NC(=O)C1=C(C)Nc2ncnn2C1c1cc(Br)c(O)c(OC)c1 (configuration not stated)
  -1, -6
> Cc1ccc(S(=O)(=O)Nc2ccc3c(c2)CC(=O)N([C@@H](C)CO)C[C@H](C)[C@H](CN(C)Cc2ccc4c(c2)OCO4)O3)cc1
  ·, 0
> Cc1ccc(S(=O)(=O)N(C)C[C@H]2Oc3ccc(NC(=O)CCCN(C)C)cc3C(=O)N([C@@H](C)CO)C[C@H]2C)cc1
  9, ·
> Cc1ccc2nc(-c3ccc(NC(=O)[C@@H]4CCCC[C@@H]4C(=O)O)cc3)sc2c1
  -2, ·
> C[C@@H]1CN([C@H](C)CO)C(=O)Cc2cc(N(C)C)ccc2O[C@@H]1CN(C)Cc1ccc(C(=O)O)cc1
  5, -4
> CCOC(=O)c1cc(C#N)c(Sc2n[nH]c(C(C)(C)C)n2)nc1C(F)(F)F
  ·, 0
> C[C@H](CO)N1C[C@H](C)[C@@H](CN(C)C(=O)c2cccnc2)Oc2cc(-c3cccc(C#N)c3)ccc2S1(=O)=O
  -10, ·

# Entries of single compounds from above. Order of screens: mut p53 react, STK33 inh
# C[C@@H]1CN([C@H](C)CO)C(=O)Cc2cc(N(C)C)ccc2O[C@@H]1CN(C)Cc1ccc(C(=O)O)cc1 across the screens: 5, -4
# C[C@H]1CN([C@@H](C)CO)C(=O)CCCn2cc(nn2)CO[C@H]1CN(C)Cc1ccc(O)cc1 across the screens: ·, -1
# O=[N+]([O-])c1ccccc1S(=O)(=O)Nc1cccnc1 across the screens: -11, -1

# This is a subset. The share of hits here may be higher or lower than overall.
